MrgX1 antag – human MrgX1 receptor antagonism, primary screen | Q96LB2 | MRGX1-HEK293 calcium flux, Fluo-4, BAM8-22 antagonism; hits give low values | B-score at 10 µM | 1.3% of 310,000 active;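 active means calcium-response B-score plate-corrected more than 3 library SD below zero, starting fluorescence within 5 deviations, no agonist response on first addition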;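 further: peak minus trough fluorescence over baseline after final BAM8-22 challenge near maximal dose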
TRPC4 potent – allosterically enhances the mouse TRPC4 cation channel. Q9QUQ5. HEK293 TRPC4beta/mu-opioid, DAMGO EC20, Fluo-4 Ca2+ flux; hits give high values. B-score at 10 µM. 0.42% of 310,000 active;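 active means B-score of calcium response area above 5 SD of library B-scores, with initial fluorescence ratio within 5 SD of library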;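 further: B-score of integrated fluorescence ratio over time as area under calcium response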
TRPC6 activator – activators of mouse TRPC6 channel | Q61143 | HEK293-TRPC6 membrane potential dye fluorescence; hits give high values | B-score at 10 µM | 0.13% of 310,000 active;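 active means B-score of the integrated fluorescence ratio above library mean plus 3 SD, and starting fluorescence ratio within library mean plus 5 SD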;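 further: higher score means more depolarization so channel activation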
Target sequence (Q61143 whole entry, looked up): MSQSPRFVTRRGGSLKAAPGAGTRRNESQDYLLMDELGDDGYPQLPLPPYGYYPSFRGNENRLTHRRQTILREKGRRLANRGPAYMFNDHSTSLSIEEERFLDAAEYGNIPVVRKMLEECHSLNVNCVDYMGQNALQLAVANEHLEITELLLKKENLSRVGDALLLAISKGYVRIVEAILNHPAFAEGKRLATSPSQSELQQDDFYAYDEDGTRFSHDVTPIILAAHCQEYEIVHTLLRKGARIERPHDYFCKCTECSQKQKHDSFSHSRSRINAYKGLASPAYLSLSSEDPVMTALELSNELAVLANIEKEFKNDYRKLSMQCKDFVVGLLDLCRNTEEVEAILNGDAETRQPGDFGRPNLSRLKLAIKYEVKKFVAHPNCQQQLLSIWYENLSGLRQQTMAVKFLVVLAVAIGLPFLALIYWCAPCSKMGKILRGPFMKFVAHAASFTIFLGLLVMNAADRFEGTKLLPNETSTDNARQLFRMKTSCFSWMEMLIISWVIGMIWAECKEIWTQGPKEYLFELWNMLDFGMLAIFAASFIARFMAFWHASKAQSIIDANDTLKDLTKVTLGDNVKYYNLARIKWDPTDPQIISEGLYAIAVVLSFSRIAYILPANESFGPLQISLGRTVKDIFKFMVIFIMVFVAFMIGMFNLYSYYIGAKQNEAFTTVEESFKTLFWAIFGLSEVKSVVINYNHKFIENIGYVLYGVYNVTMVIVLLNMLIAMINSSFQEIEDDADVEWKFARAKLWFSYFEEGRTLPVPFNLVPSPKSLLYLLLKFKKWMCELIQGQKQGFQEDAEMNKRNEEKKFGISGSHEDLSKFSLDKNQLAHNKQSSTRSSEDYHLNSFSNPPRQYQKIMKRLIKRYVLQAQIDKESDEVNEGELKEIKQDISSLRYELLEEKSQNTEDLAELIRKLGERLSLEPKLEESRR
AI-2 QS mod – Vibrio harveyi AI-2 quorum sensing modulation; Vibrio harveyi JMH597 AI-2 luminescence/OD600 ratio, 9 h; hits give low values; strain lacks LuxN and CqsS sensors; 0 = neutral-control median; activity change, % at 7.5 µM; 0.4% of 300,000 active; in the data active means activity change below about -75%, passing the limit was not always enough; inconclusive means no clear call, values can overlap the other calls;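 further: luminescence divided by OD600 gain over 9 h not by final OD600 alone; inactives centre near 13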
TRPC4 agonist – activators of mouse TRPC4 channel; B-score at 10 µM; 0.49% of 310,000 active; HEK293 TRPC4beta/mu-opioid, Fluo4 calcium fluorescence; hits give high values; AID 2237; Q9QUQ5;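 active means B-score above 5 SD of library B-scores, and initial fluorescence ratio not above library mean plus 5 SD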;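 further: positive B-score marks a calcium rise read as TRPC4 activation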
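System – HEK293 cells stably co-expressing mouse TRPC4beta and mu-opioid receptor · Signal – Fluo4 calcium-sensitive dye fluorescence, kinetic, 1 Hz baseline · Benchmarks – buffer (low) and maximal DAMGO (high) · Read-out – B score of integrated fluorescence ratio per well · Incubation – dye loading 45 min room temperature, 110 s kinetic read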
MrgX1 ag – activates human MrgX1 receptor signaling; Q96LB2; MrgX1-HEK293 cells, Fluo-4 calcium fluorescence, agonist mode; hits give high values; B-score at 10 µM; 0.44% of 310,000 active; AID 588627;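 active means calcium response B-score plate-corrected fluorescence ratio at least 3 library SD, with starting fluorescence B-score inside 5 SD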
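Test system: HEK293 cells stably expressing human MrgX1 receptor; amount: 15,000 cells per well; doses: compound delivered in addition one of three; times: overnight plating before 1 h dye loading; detection: Fluo-4 NW calcium-flux fluorescence, kinetic read; read-out basis: B-scored fluorescence response ratio; controls: positive and negative controls per plate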
HIF act – HIF pathway transcriptional activation; U2OS HRE-luciferase reporter, luminescence; normalized: DMSO 0%, desferrioxamine 100%; activation, % at 7.5 µM (by protocol); 0.32% of 300,000 active; AID 1910;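 active means mean activation of at least 10% of the iron chelator positive control signal, with at least half of replicates also reaching 10%; inconclusive means mean and replicate majority disagree about reaching 10%; inactive means mean and most replicates under 10%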
TRPC6 inh – blocks the mouse TRPC6 cation channel; Q61143; HEK293-TRPC6, membrane potential dye, ACh-evoked depolarization; hits give low values; B-score at 10 µM; 1.1% of 310,000 active; AID 2553;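 active means B-score under library mean minus 3 SD, initial fluorescence not abnormally high, positive integrated signal ratio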;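 further: B-score derived from integrated fluorescence ratio over the kinetic read; more negative B-score means stronger inhibition of depolarization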
TRPC4 block – blocks the mouse TRPC4 cation channel; Q9QUQ5; HEK293 TRPC4beta/mu-opioid, DAMGO-evoked Fluo4 calcium flux; hits give low values; B-score at 10 µM; 0.39% of 300,000 active; AID 2247;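 active means B-score over 3 SD under the library average, no early fluorescence shift, positive overall ratio signal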
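Material: HEK293 cells with stable TRPC4beta plus mu-opioid receptor expression; probe or stimulus: DAMGO in two steps, submaximal then maximal; technique: Fluo4 calcium fluorescence by kinetic imaging, 5 s 1 Hz baseline; measure: integrated fluorescence ratio relative to baseline, converted to per-well B score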
MrgX1 allo act – allosterically activates human MrgX1 receptor signaling; MrgX1-HEK293, Fluo-4 calcium flux, FDSS; hits give high values; B-score at 10 µM; 0.63% of 310,000 active;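 active means plate-corrected calcium response at least 3 library SD above typical, normal starting fluorescence, not activating the receptor alone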;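 further: compound read alongside a low EC10 to EC30 dose of BAM8-22 agonist; peak minus trough fluorescence over baseline measured at the second addition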
PolyA inhibitor – inhibitors of polyadenylation in S. cerevisiae | S. cerevisiae SKY197-pL101 polyadenylation reporter, beta-gal luminescence; efflux-impaired pdr1/pdr3 knockout yeast; score 100 = 6 SD above DMSO | calls only at 12 µM | 0.02% of 300,000 active | AID 1875;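 active means lowest replicate activity score at least 50, where 100 means six control SD above control mean; inconclusive means lowest score under 50 but half or more replicates reach 50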;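 further: yeast exposed to compound for 9 h at 30 °C; higher score means more reporter readthrough which indicates perturbed polyadenylation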
* hit, by the source's call; i = inactive; ? = inconclusive; . = no result given.

Results follow in this order: PolyA inhibitor	AI-2 QS mod	TRPC4 block	TRPC4 agonist	HIF act	TRPC4 potent	MrgX1 antag	MrgX1 ag	TRPC6 inh	TRPC6 activator	MrgX1 allo act
> Cc1ccc(C)c(OCC(O)CN2CCc3ccccc3C2)c1C (configuration not stated)
    i	1	i	i	1.2	i	i	i	i	i	i
> CC(OC(=O)CCN=C1NS(=O)(=O)c2ccccc21)C(=O)Nc1ccc(N(C)C)cc1 (configuration not stated)
    i	.	i	i	-0.2	i	i	i	i	i	i
> Fc1ccc(COc2ccc(/C=N/n3cnnc3)cc2)cc1
    i	15	i	i	1.1	i	i	i	i	i	i
> O=C1CCCN1c1ccc(S(=O)(=O)Nc2cccnc2)cc1
    i	6	i	i	-0.4	i	i	i	i	i	i
> COc1ccc(S(=O)(=O)N2CCN(Cc3ccco3)CC2)cc1
    i	8	i	i	-0.2	i	i	i	i	i	i
> COc1ccc(-n2cnc3cc(C(=O)N4CCOCC4)ccc32)cc1
    i	22	i	i	1.6	i	i	i	i	i	i
> Cc1cc(NC(=O)COc2ccccc2C)no1
    i	18	i	i	1.9	i	i	i	i	i	i
> COCC(=O)N1CCC(n2nccc2NC(=O)c2ccccc2OC)CC1
    .	7	i	i	0.1	i	i	i	i	i	i
> Fc1cccc(CN2CCCCCCC2)c1
    i	10	i	i	0.1	i	i	i	i	i	i
> CN(C)CCN1C(=O)NC(C)(c2ccc([N+](=O)[O-])cc2)C1=O (configuration not stated)
    i	8	i	i	0.3	i	i	i	i	i	i
> Cc1ccc(C)c(N(CC(=O)NC2CCCC2)C(=O)c2cc3cc4cccc(C)c4nc3s2)c1
    i	0	i	i	.	i	i	i	i	i	i
> CC1CN(S(=O)(=O)c2ccc(C(=O)Nc3ccc(S(=O)(=O)N4CCOCC4)cc3)cc2)CC(C)O1 (configuration not stated)
    i	6	i	i	0.0	i	i	i	i	i	i
> CCCCN(CC)CCCNC(=O)C1CCN(c2ncnc3c2sc2cccc(F)c23)CC1
    i	1	i	i	0.4	i	i	i	i	i	i
> COc1ccc(NC(C)=O)cc1NC(=O)c1cccc(C(F)(F)F)c1
    i	11	i	i	-0.3	i	i	i	i	i	i
> CCCNC(=O)c1onc(CSc2ccccn2)c1C(=O)NCCC
    i	4	i	i	0.0	i	i	i	i	i	i
> CC(=O)Nc1ccc(S(=O)(=O)N(C)CC(=O)N/N=C/c2cccc(O)c2)cc1
    i	17	i	i	-0.1	i	i	i	i	i	i
> CC(C)OCCCNC(=O)c1ccc(Br)cc1
    i	28	i	i	1.0	i	i	i	i	i	i
> O=C(NC(=S)Nc1cccc([N+](=O)[O-])c1)C1CCCC1
    i	16	i	i	1.2	i	i	i	i	i	i
> COc1cccc(Nc2nnc(SCN3C(=O)c4ccccc4C3=O)s2)c1
    i	15	i	i	-0.1	i	i	i	i	i	i
> CCOC(=O)CN1C(=O)N[C@@H](c2cccs2)C(C(C)=O)=C1C
    i	14	i	i	-1.1	i	i	i	i	i	i
> Cc1ccccc1C(=O)NNC(=O)c1ccc(F)cc1
    i	11	i	i	1.8	i	-7.1*	i	i	i	i
> COc1ccc(C(=O)N2CCN(c3ccc([N+](=O)[O-])c(-n4nc(C)cc4C)c3)CC2)cc1
    i	2	i	i	0.3	i	i	i	i	i	i
> CCc1nccn1CCC(=O)N1CCCC(Nc2ccc(F)cc2)C1 (configuration not stated)
    i	3	i	i	-0.1	i	i	i	-7.6*	i	i
> O=c1[nH]c(Nc2ccccc2)cc2ccccc12
    i	14	i	i	0.0	i	i	i	i	i	19*
> COc1cccc(-n2c(Cc3cc(=O)[nH]c(=O)[nH]3)nnc2SCC(=O)N2CCCC2)c1
    i	22	i	i	-0.7	i	i	i	i	i	i
> CCOC(=O)Cc1c(C)nc2c(C#N)c[nH]n2c1=O
    i	38	i	i	-0.1	i	i	i	i	i	i
> O=C(NCc1cccnc1)[C@@H]1CC=C[C@@H]2CCN(Cc3ccc(Cl)c(Cl)c3)C(=O)[C@@H]21
    i	-3	i	i	1.1	i	i	i	i	i	i
> Cc1c(C(=O)N2CCC(C)CC2)sc2ncnc(N3CCN(c4ccccc4)CC3)c12
    .	11	i	i	-0.3	i	.	.	i	i	.
> CC1CN(CCCOc2ccccc2[N+](=O)[O-])CC(C)O1 (configuration not stated)
    i	-9	i	i	0.3	i	i	i	i	i	i
> CCc1cc2c(NC(Cc3ccccc3)C(=O)O)nc(C)nc2s1 (configuration not stated)
    i	11	i	i	0.1	i	i	i	i	i	i
> CC(C)(C)C1CCC2(CC1)SCC(=O)N2c1ccccc1 (configuration not stated)
    i	40	i	i	-0.4	i	i	i	i	i	i
> CCOc1ccc(N2CC(C(=O)Nc3ccccc3C(=O)NC3CC3)CC2=O)cc1 (configuration not stated)
    i	-1	i	i	?	i	i	i	i	i	i
> COc1ccc2ccccc2c1/C=N/NC(=O)c1nnn(-c2nonc2N)c1CN(C)C
    i	-8	i	i	-0.1	i	i	i	i	i	i
> CN1CCN(C(=O)CCn2c(=O)c3cccn3c3cccnc32)CC1
    i	8	i	i	0.7	i	i	i	i	i	i
> C=CCNc1nc(Cl)nc(NCc2ccco2)n1
    i	21	i	i	-1.8	i	i	i	i	i	i
> Cc1noc(C(=O)Nc2ccc(C#N)cc2)c1Cl
    i	-12	i	i	2.6	i	i	i	i	i	i
> COc1ccc(C(C)(C)C)cc1NC(=O)C1CC=CCC1C(=O)O (configuration not stated)
    i	11	i	i	0.5	i	i	i	i	i	i
> O=C(c1ccccc1)N(Cc1ccc(F)cc1)Cc1nc2ccccc2c(=O)[nH]1
    i	-5	i	i	0.1	12*	i	i	i	i	i
> CCCNC(=O)Cn1sc2nc(C)cc(C)c2c1=O
    i	37	i	i	-0.5	i	i	i	i	i	i
> O=C(c1cnc(N2CCN(c3ccccn3)CC2)c2ccccc12)N1CCN(c2cccc(Cl)c2)CC1
    i	7	i	i	-1.3	i	i	i	i	i	i

Whole records as entered above.
Shown for O=C(c1cnc(N2CCN(c3ccccn3)CC2)c2ccccc12)N1CCN(c2cccc(Cl)c2)CC1 → PolyA inhibitor = i; AI-2 QS mod = 7; TRPC4 block = i; TRPC4 agonist = i; HIF act = -1.3; TRPC4 potent = i; MrgX1 antag = i; MrgX1 ag = i; TRPC6 inh = i; TRPC6 activator = i; MrgX1 allo act = i
Shown for COc1ccc(C(C)(C)C)cc1NC(=O)C1CC=CCC1C(=O)O (configuration not stated) → PolyA inhibitor = i; AI-2 QS mod = 11; TRPC4 block = i; TRPC4 agonist = i; HIF act = 0.5; TRPC4 potent = i; MrgX1 antag = i; MrgX1 ag = i; TRPC6 inh = i; TRPC6 activator = i; MrgX1 allo act = i

The listing continues.
Results follow in this order: PolyA inhibitor	AI-2 QS mod	TRPC4 block	TRPC4 agonist	HIF act	TRPC4 potent	MrgX1 antag	MrgX1 ag	TRPC6 inh	TRPC6 activator	MrgX1 allo act
> O=C(CCC(=O)NC1CCCCC1)NCc1ccc(F)cc1
    i	-1	i	i	-3.0	i	i	i	i	i	i
> COc1ccc(C(=O)Oc2ccc(C(=S)N3CCOCC3)cc2)cc1
    i	3	i	i	0.7	i	i	i	i	i	i
> COc1cccc(/C=N/Nc2nc(C)cc(=O)[nH]2)c1OC
    i	17	i	i	-9.8	i	i	i	i	i	i
> CCC/C(O)=C1\C(=O)CC(c2ccccc2)CC1=NC (configuration not stated)
    i	8	i	i	-0.4	i	i	i	i	i	i
> Cc1cc(C)c(OCCOCCN(C)C)c(Br)c1
    i	6	i	i	-0.1	i	i	i	i	i	i
> CC(CNC(=O)CN1C(=O)COc2ccc(S(=O)(=O)N3CCCCC3)cc21)c1ccccc1 (configuration not stated)
    i	13	i	i	-0.6	i	i	i	i	i	i
> CCCn1nnnc1SCC(=O)Nc1cccc(NC(=O)c2ccco2)c1
    i	49	i	i	0.1	i	i	i	i	i	i
> Cc1ccc2cc(S(=O)(=O)NCCCN3CCOCC3)ccc2c1
    i	23	i	i	0.4	i	i	i	i	i	i
> C/C(=N\NC(=O)COc1ccccc1[N+](=O)[O-])c1cccc(NC(=O)c2ccncc2)c1
    i	43	i	i	1.4	i	i	i	i	i	i
> C=CCNC(=S)N1CCN(C2CCCCC2)CC1
    i	0	i	i	.	32*	i	i	i	i	i
> Cc1cc(=O)[nH]c(SCC(=O)N2CCCc3ccccc32)n1
    i	-1	i	i	0.0	i	i	i	i	i	i
> Cc1csc(SCC(=O)Nc2cccc(S(=O)(=O)N3CCCC3)c2)n1
    i	4	i	i	0.0	i	i	i	i	i	i
> O=C(NC1(C(=O)NC2CCCCC2)CCCCC1)c1ccccn1
    i	19	i	i	0.1	i	i	i	i	i	i
> c1ccc(N2CCN(c3nc4cc5c(cc4s3)OCO5)CC2)cc1
    i	10	i	i	2.8	i	i	i	i	i	i
> Cc1ccc(C=Nc2ccccc2C(N)=O)cc1
    i	34	i	i	5.3	i	i	i	i	i	i
> CSc1ccccc1NC(=O)CSc1nncs1
    i	13	i	i	0.5	i	i	i	i	i	i
> CC(C)n1c(SCc2ccc(Cl)cc2)nc2c1c(=O)[nH]c(=O)n2C
    i	27	i	i	-0.2	i	i	i	i	i	i
> C/C(=N\NC(=O)C(=O)Nc1cc(Cl)ccc1Cl)c1ccncc1
    i	12	i	i	-1.3	i	i	i	i	i	i
> O=C(CNc1cccc(C(F)(F)F)c1)N/N=C/c1ccccc1C(=O)O
    i	20	i	i	-0.1	i	i	i	i	i	i
> COc1ccc(-c2nc(CS(=O)CC(=O)N3CCN(C)CC3)c(C)o2)cc1OC (configuration not stated)
    i	29	i	i	-0.2	i	i	i	i	i	i
> O=C(CCS(=O)(=O)Cc1ccccc1F)N1CCc2ccccc2C1
    i	-5	i	i	0.3	i	i	i	i	i	i
> CCOC(=O)C(=CNc1cccc(N)n1)C(=O)OCC
    i	4	i	i	1.0	i	i	i	i	i	i
> Cc1[nH]c(=O)nc2c1CCC2
    i	17	i	i	0.6	i	i	i	i	i	i
> Cc1ccc(-n2c(=O)cc(N3CCN(C(=O)c4ccco4)CC3)[nH]c2=O)cc1
    i	23	i	i	0.4	i	i	i	i	i	i
> S=C1NCN(C2CCCCC2)CN1Cc1ccccc1
    i	16	i	i	-0.5	i	i	i	i	i	i

The list is partial, so the mix of outcomes need not match the whole.
